CHT allo act = allosteric activators of human choline transporter CHT. 0.49% of 310,000 active. CHT-expressing cells, membrane potential dye, choline EC20; hits give high values; LV-AA mutant CHT in HEK293 cells. Q9GZV3. B-score at 10 µM. AID 488977;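 active = initial fluorescence not abnormally high and integrated response B-score, plate-corrected, over 3 SD above library mean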
Target sequence (Q9GZV3 whole entry, looked up): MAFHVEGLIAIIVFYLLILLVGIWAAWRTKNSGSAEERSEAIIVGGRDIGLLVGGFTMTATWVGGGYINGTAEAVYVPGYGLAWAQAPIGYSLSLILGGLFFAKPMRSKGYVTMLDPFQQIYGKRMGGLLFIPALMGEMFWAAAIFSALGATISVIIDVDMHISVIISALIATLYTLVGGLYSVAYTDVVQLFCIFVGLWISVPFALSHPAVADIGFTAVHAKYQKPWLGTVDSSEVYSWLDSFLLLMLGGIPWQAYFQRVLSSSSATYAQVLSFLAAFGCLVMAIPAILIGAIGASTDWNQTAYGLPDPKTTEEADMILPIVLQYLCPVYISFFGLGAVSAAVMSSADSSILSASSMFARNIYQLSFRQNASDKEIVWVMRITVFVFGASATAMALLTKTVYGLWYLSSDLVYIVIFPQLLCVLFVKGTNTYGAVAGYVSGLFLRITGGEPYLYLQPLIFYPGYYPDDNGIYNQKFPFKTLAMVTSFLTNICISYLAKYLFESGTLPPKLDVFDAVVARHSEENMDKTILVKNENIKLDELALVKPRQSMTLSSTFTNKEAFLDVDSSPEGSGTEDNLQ
CHT block = inhibits the human high affinity choline transporter | B-score at 10 µM | CHT-expressing cells, membrane potential dye, choline response; hits give low values | 0.86% of 310,000 active | AID 488975 | Q9GZV3;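 active = B-score over 3 SD under the library average, and starting fluorescence ratio not unusually high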;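 note: choline stimulus applied at its EC90 after an EC20 pre-addition; B-score computed on integrated fluorescence ratio after choline addition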
An asterisk follows results filed as active; i = inactive.

canonical_smiles	CHT allo act	CHT block
Cc1cc(C(=O)Nc2ccc(Br)cc2)c2ccccc2n1	i	i
N#CCOc1coc(CN2CCN(c3cccc(Cl)c3)CC2)cc1=O	i	i
COc1cccc(NC(=O)C(=O)N/N=C(\C)CC(=O)Nc2ccc(NC(C)=O)cc2)c1	i	i
CC(=O)Nc1cccc(NC(=O)c2ccc(C(=O)Nc3cccc(NC(C)=O)c3)nc2)c1	i	i
COC(=O)c1cc(C(=O)OCC(=O)N(C)c2ccccc2)cc([N+](=O)[O-])c1	i	i
CN(CC(=O)NCCc1ccccc1)S(=O)(=O)c1ccc(Br)s1	i	i
COc1ccccc1NS(=O)(=O)c1cc(NC(=O)c2[nH]c(C)c(C(C)=O)c2C)ccc1N1CCOCC1	i	i
CCN1CCN(CC(=O)N/N=C/c2ccc(F)cc2F)CC1	i	i
CCOP(=O)(OCC)C(Nc1ccc(C)cc1)c1ccco1 (stereo not given)	i	i
CNC(=O)/C=C/c1cccc(C(F)(F)F)c1	i	i
O=[N+]([O-])c1ccc(Cl)c(/C=N/n2c(C3CCCCC3)n[nH]c2=S)c1	i	i
O=C(CNC(=O)c1cccs1)Nc1ncccc1O	i	i
S=C(NCc1ccc(Cl)cc1)Nc1ccncc1	i	i
CCC(C)NC(=O)Cn1c(=O)n(-c2ccc(OC)cc2)c(=O)c2ccc(C(=O)NCc3ccc(C)cc3)cc21 (stereo not given)	i	i
OCC1OC(n2nnc3ccccc32)C(O)C(O)C1O (stereo not given)	i	i
CCOc1ccc(C(=O)Nc2ccccc2N2CCN(C(=O)c3ccccc3)CC2)cc1[N+](=O)[O-]	i	i
Cc1ccc(C(=O)/C=C/c2ccc(Br)cc2)o1	i	i
COc1ccccc1CCNC(C)CCc1ccc(O)cc1 (stereo not given)	i	i
O=C(Nc1ncn[nH]1)c1ccc(Cl)cc1Cl	i	i
Cc1ccc(SCc2c(-c3ccccc3)nn(C)c2Cl)cc1	i	i
CC(C)[C@H](NC(=O)NCc1ccc(F)cc1)C(=O)O	i	i
CC(C)N1CCC(N2CCN(CCCn3cccn3)CC2CCO)CC1 (stereo not given)	i	i
O=C(NCCNC(=O)c1cc(Cl)ccc1Cl)c1ccco1	i	i
COCCOC(=O)c1[nH]c2c(c1C)C(=O)CC(c1ccc(OC)c(OC)c1)C2 (stereo not given)	i	i

Reformatted field by field: part of the list above
CC(C)[C@H](NC(=O)NCc1ccc(F)cc1)C(=O)O
  CHT allo act: i	CHT block: i

CC(C)N1CCC(N2CCN(CCCn3cccn3)CC2CCO)CC1 (stereo not given)
  CHT allo act: i	CHT block: i

O=C(NCCNC(=O)c1cc(Cl)ccc1Cl)c1ccco1
  CHT allo act: i	CHT block: i

COCCOC(=O)c1[nH]c2c(c1C)C(=O)CC(c1ccc(OC)c(OC)c1)C2 (stereo not given)
  CHT allo act: i	CHT block: i

Further entries
canonical_smiles	CHT allo act	CHT block
Cc1oc(-c2ccccc2Cl)nc1CSc1nc2c(c(=O)[nH]1)CCCC2	i	i
C/C(=N\NC(=O)c1cccnc1)c1nnn(-c2nonc2N)c1C	i	i
O=C(NNc1c(Cl)cccc1Cl)c1c(F)cccc1Cl	i	i
COC(=O)c1ccc(-c2ccc(/C=N/NC(=O)CC3(C)OCCCO3)o2)cc1	i	i
CCc1ccc(S(=O)(=O)NCc2csc(C)n2)cc1	i	i
Cc1ccc(CNC(=O)C2CCN(S(=O)(=O)c3ccc4c(c3)CC(C)N4C(=O)C3CCC3)CC2)o1 (stereo not given)	i	i
COCCn1nnnc1C(c1ccccn1)N1CCN(c2cc(Cl)ccc2C)CC1 (stereo not given)	7.9*	i
Cc1ccc(C)c(NC(=O)CN(C)C(=O)COc2cccc3c2OC(C)(C)C3)c1	i	i
CCOc1ccccc1/C=N/Nc1cc(C)nc2ccc(C)cc12	i	i
Cc1ccc(S(=O)(=O)N2CCCCC2CCNC(=O)C(=O)NCc2ccccc2)cc1 (stereo not given)	i	i
CC(=O)Oc1ccc(-c2cccc(C(=O)N(C)c3ccc(O)cc3)c2)cc1	i	i
COc1ccc(-c2nc(CS(=O)CC(=O)NCCc3ccc(C)cc3)c(C)o2)cc1OC (stereo not given)	i	i
CCOC(=O)C1CCCN(C(=O)CCCn2nc(C)n3c(cc4sccc43)c2=O)C1 (stereo not given)	i	i
C=CCn1c(C(C)NC(=O)c2cccc(C)c2)n[nH]c1=S (stereo not given)	i	i
COc1ccc(N(Cc2cc(=O)[nH]c3ccccc23)C(=O)C(C)C)cc1	i	i
O=C(COC(=O)c1cccs1)NCC1CCCCC1	i	i
O=C(Nc1nnc(CCN2CCOCC2)s1)C1CCCCC1	i	i
CN(CCOc1ccc(Cl)cc1)C(=O)CN1C(=O)NC2(CCCCC2)C1=O	i	i
CCOc1ccc(NC(=O)CN2CCc3cc4c(cc3C2)OCCCO4)cc1OCC	i	i
COc1ccc(C)cc1NC(=O)c1cccc(C(=O)Nc2cc(C)ccc2OC)n1	i	i
COC(=O)CC1=NN(c2ccccc2)C(=O)C1	i	i
O=C(COC(=O)c1nc(-c2ccccc2)n(-c2cccc(C(F)(F)F)c2)n1)NCc1cccs1	i	i
C#CCNC(=O)C1=C[C@@H](C)C[C@@H](OCc2ccc(CO)cc2)O1	i	i
CCOC(=O)c1sc(NC(=O)Cc2ccccc2OC)nc1C	i	i
O=C(c1ccc(NS(=O)(=O)c2ccc(F)cc2)cc1)N1CCCCCC1	i	i
Cc1ccc(C(=O)NC(C)C2CCCO2)o1 (stereo not given)	i	i
CCC(C)NC(=O)CCn1c(=O)c2cccn2c2ccc(F)cc21 (stereo not given)	i	i
CC(C)(C)SCCNS(=O)(=O)c1ccccc1	i	i
Cc1cc(Cl)c(S(=O)(=O)NCC2CCCO2)cc1OCC(=O)NC1CCCCC1 (stereo not given)	i	i
Cc1nn(Cc2c(F)cccc2Cl)c(C)c1NC(=O)C1CC1	i	i
O=C1N/C(=N\S(=O)(=O)c2ccccc2)S/C1=C\c1cc([N+](=O)[O-])ccc1O	i	i
CCC(C)(C)NC(=O)C(c1ccccn1)N(C(=O)c1csnn1)c1ccc(C)cc1 (stereo not given)	i	-5.2*
CN(C(=O)CN1C(=O)S/C(=C\c2ccccc2F)C1=O)C1CCS(=O)(=O)C1 (stereo not given)	i	i
COCCCN(CC(=O)O)S(=O)(=O)c1cccc(Cl)c1	i	i
Cc1cc(C(=O)Nc2ccccc2C(=O)O)c(C)o1	i	i
CS(=O)(=O)NCCCNc1ccc(C(F)(F)F)cc1[N+](=O)[O-]	i	i

Entries above containing an aryl thioether with sulfur outside any ring:
canonical_smiles	CHT allo act	CHT block
Cc1ccc(SCc2c(-c3ccccc3)nn(C)c2Cl)cc1	i	i
Cc1oc(-c2ccccc2Cl)nc1CSc1nc2c(c(=O)[nH]1)CCCC2	i	i

Next section:
canonical_smiles	CHT allo act	CHT block
O=C(c1ccc(S(=O)(=O)N2CCCCC2)cc1)N1CCCC(C(F)(F)F)C1 (stereo not given)	i	i
O=C(Nc1nccs1)c1cccnc1	i	i
O=C(NCc1ccccc1)c1csc2c1CCCC2	i	i
CCC1(C)CC(CCNS(=O)(=O)c2ccc(C)cc2)(c2ccc(C)cc2)CCO1 (stereo not given)	i	i
O=C(NCc1ccc2c(c1)OCO2)c1ccc(Br)s1	i	i
CC(C)C(=O)N1CCC(n2nccc2NC(=O)CCc2ccccc2)CC1	i	i
COc1ccc(NC(=O)CNC(=O)Cc2ccccc2)cc1OC	i	i
CSc1nc(C)cc(Oc2ccc(=O)[nH]n2)n1	i	i
COc1ccc(-c2cnn3c(N)c(S(=O)(=O)C(C)(C)C)cnc23)cc1	i	i
Cc1ccc(NC(=O)CS(=O)CC(=O)N2CCN(C3CCCC3)CC2)cc1 (stereo not given)	i	i
CC(C)(C)c1ccc(C(=O)Nn2cnnc2)cc1	i	i
O=c1c2ccccc2oc2cc(C#Cc3ccccn3)ccc12	i	i
Nc1nc(NC(=O)c2ccco2)nn1-c1ccccc1	i	i
O=C(NCCc1csc(-c2ccccc2)n1)c1c(F)cccc1F	i	i
Cc1ccc(CSc2nc3ccccc3c(=O)n2CCCC(=O)NCc2ccco2)cc1	i	i
Cc1ccc(OCCCC(=O)Nc2nccs2)cc1	i	i
O=C(O)c1cc(N/N=C2/CC(c3ccccc3)Oc3ccccc32)ccc1Cl (stereo not given)	i	i
CC(=O)c1ccc(NC(=S)Nc2ccc(N3CCOCC3)cc2)cc1	i	i
Cc1nc2nc(SCC(=O)c3ccccc3)[nH]c2cc1Br	i	i
Cn1ncc(N=Cc2ccccc2O)c1C(=O)N1CCOCC1	i	i
Cn1c(-c2sc(=S)n(-c3ccccc3)c2N)nc2ccccc21	i	i
COn1c(-c2ccc(Cl)cc2Cl)nc2ncccc21	i	i
CCCCN(C)CCCNC(=O)c1ccc2c(c1)N(CC)C(=O)c1ccccc1S2=O (stereo not given)	i	i
CC(C)(C)N(NC(=O)OCc1ccccc1)C(=O)c1ccccc1Cl	i	i
O=C(O)COc1ccc(=O)n(-c2ccccc2)n1	i	i
O=C(O)Cc1coc2cc3c(cc12)CCC3	i	i
Cc1ccc(C(C(=O)NCc2ccco2)N(Cc2ccco2)C(=O)CNC(=O)c2ccco2)cc1 (stereo not given)	i	i
O=C(N/N=C/c1ccccn1)c1cc(-c2ccc(Cl)s2)[nH]n1	i	i
CC(NC(=O)c1ccc(OC2CCN(Cc3ccccn3)CC2)cc1)c1ccccc1 (stereo not given)	i	-10*
Cc1nn(-c2ccccc2Cl)c(Cl)c1/C=N/Nc1nc2ccccc2s1	i	i
COc1ccc(CCN2CNc3c(c(=O)n(C)c(=O)n3C)C2)cc1	i	i
Cc1ccc(C)c(-n2c(SCC(=O)NCC3CCCO3)nnc2-c2ccoc2C)c1 (stereo not given)	i	i
CCOC(=O)Cn1c(S(=O)(=O)Cc2cccc(F)c2)nc(-c2ccccc2)c1-c1ccccc1	i	i
Cc1c2cnn(CC(=O)Nc3cccc(C(F)(F)F)c3)c(=O)c2c(C)n1Cc1ccccc1F	i	i
Cc1ccc(Nc2nc(N)nc(CC#N)n2)cc1	i	i
CCN(CC)C(=O)C1CCCN(C/C(C)=C/c2ccccc2)C1 (stereo not given)	i	i
CC(=O)Nc1ccc(Cc2nc3c([nH]2)c(=O)n(C)c(=O)n3C)cc1	i	i
O=C(CN1CCN(c2ccc(F)cc2)CC1)Nc1ccccc1	i	i
O=C(N/N=C/c1ccc(O)c2ccccc12)c1cccnc1	i	i
Clc1cccc(OCCCn2ccnc2)c1	i	i
CC(C)N(C(=O)c1ccc2nc(-c3ccccc3)c(-c3ccccc3)nc2c1)C(C)C	i	i
O=C(/C=C/c1ccccc1)NC(=S)NNC(=O)c1cnccn1	i	i
Cc1cc(=O)oc2c3c(cc(OCC(=O)N[C@@H](CC(C)C)C(=O)O)c12)OC(C)(C)CC3	i	i
CC(C)OC(=O)CC(=O)CSc1nc2c(cc1C#N)CCCCC2	i	i
COCCn1c(SCC(=O)c2ccc(F)cc2)nnc1C(C)C	i	i
Cc1cc(NC(=O)COC(=O)CCCOc2ccc(Cl)cc2C)no1	i	i
O=C(NC1CCCC1)C1CCC(=O)N1C1CCCCC1 (stereo not given)	i	i
COc1ccc(N2C(=O)C(CC(N)=O)N(NC(=O)CCc3ccccc3)C2=O)cc1 (stereo not given)	i	i

A different layout for part of the listing above:
Order of results: CHT allo act | CHT block
> Cc1cc(NC(=O)COC(=O)CCCOc2ccc(Cl)cc2C)no1
    i | i
> CC(=O)Nc1ccc(Cc2nc3c([nH]2)c(=O)n(C)c(=O)n3C)cc1
    i | i

Next section:
canonical_smiles	CHT allo act	CHT block
O=C(CNC(=O)c1ccccc1F)NCCOc1cccc(Cl)c1Cl	i	i
COc1cccc(C(=O)NCC2(c3ccccc3)CCCC2)c1	i	i
N#Cc1c(SCC(N)=O)nc2c(c1-c1ccc(O)cc1)CCCC2	i	i
NC(=O)CN1N=C(c2cc(Cl)sc2Cl)CSC1=O	i	i
C=C1CC2C3CC[C@@]4(OCOC45COCO5)[C@@]3(C)C(O)CC2[C@@]2(C)CCC(=O)C=C12 (stereo not given in full)	i	i
O=C(Nc1ccc(Cl)cn1)c1cccc2c(Br)cccc12	i	i
CCN1CCN(c2ccc(NC(=O)c3cnccn3)cc2)CC1	i	i
N#Cc1cccc(NC(=O)CN2CCCCCC2)c1	i	i
CCCCCCn1c(SCC(=O)c2ccccc2)nc2c1c(=O)[nH]c(=O)n2C	i	i
Cc1ccccc1-n1ncc(C(C)NC(=O)c2ccco2)c1C (stereo not given)	i	i
Cc1nn(CC(=O)c2cccc(Cl)c2)c(C)c1[N+](=O)[O-]	i	i
CCC(CC)C(=O)Nc1ccc(Nc2ccccc2)cc1	i	i
Cc1cccc(N2C(=O)SC(N(C)c3ccccc3)C2=O)c1 (stereo not given)	i	i
Cc1nnc(NC(=O)c2ccc3ccccc3n2)s1	i	i
C/C(=N/NC(=O)c1cccs1)c1ccc(NC(=O)COc2ccc(Cl)cc2)cc1	i	i
COc1ccc(Cl)cc1Nc1nc(C)cc(C)c1C(N)=O	i	i
NC1CCN(c2c(F)cc3c(=O)c(C(=O)O)cn(C4CC4)c3c2Cl)C1 (stereo not given)	i	i
Cc1ccc(Nc2cc(C)nc3nnnn23)cc1	i	i
Cc1ccc(NC(=O)c2ccccc2OCc2ccc([N+](=O)[O-])cc2)nc1	i	i
O=c1c2sccc2n(Cc2cc(=O)n3ccccc3n2)c(=O)n1-c1ccccc1	i	i
Cc1ccc(C)c(NC(=O)NNS(=O)(=O)c2ccc(C)c(C)c2)c1	i	i
